FXIIa inh: blocks human coagulation factor XIIa protease activity; P00748; purified FXIIa, Boc-QGR-AMC fluorogenic substrate, 2 h; actives 0.3% (n = 220,000); inhibition, % at 5 µM; in the data active means inhibition above about 40%;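 further: 0% = enzyme with no compound and 100% = blank without enzyme; many of its hits are not listed in these tables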
PGE2 EP2 inh: inhibitors of human EP2 prostaglandin E2 receptor | P43116 | C6 glioma cells expressing human EP2, cAMP TR-FRET; cells stimulated with saturating PGE2 | inhibition, % at 25 µM | actives 0.52% (n = 260,000) | AID 1422;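 active means percent inhibition above 40 after rounding to a whole number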;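 further: rat C6 glioma host cells with rolipram phosphodiesterase inhibitor present; the protocol text gives 20 µM as final concentration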
Target sequence (P43116 whole entry, looked up): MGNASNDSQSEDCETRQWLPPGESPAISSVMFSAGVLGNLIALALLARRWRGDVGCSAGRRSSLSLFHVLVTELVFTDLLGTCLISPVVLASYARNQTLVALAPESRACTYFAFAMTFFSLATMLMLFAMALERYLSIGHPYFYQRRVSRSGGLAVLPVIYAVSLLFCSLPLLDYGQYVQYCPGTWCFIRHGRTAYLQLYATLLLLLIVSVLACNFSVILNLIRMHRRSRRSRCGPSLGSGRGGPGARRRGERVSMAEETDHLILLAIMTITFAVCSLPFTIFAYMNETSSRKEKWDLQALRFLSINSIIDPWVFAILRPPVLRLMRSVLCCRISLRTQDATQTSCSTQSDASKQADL
CHOP inh: blocks CHOP induction under ER stress | CHO-K1 CHOP-promoter luciferase, tunicamycin-induced, 15-18 h | inhibition, % at 10 µM | actives 3.8% (n = 220,000) | AID 2732;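 active means compounds that reduced the stress-induced luciferase reporter signal by more than about 70% of percent inhibition, limit read from the data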;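 further: 0% = tunicamycin plus vehicle and 100% = wells without tunicamycin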
Wee1 stabilizer: blocks degradation of human Wee1 kinase. P30291. HeLa Luc-Wee1K328M stability, luciferase luminescence; 100% = proteasome inhibitor MG132 effect. reporter increase, % at 5 µM. actives 1.2% (n = 220,000);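 active means activation above the mean of all tested compounds plus 3 SD, set per screening run, cut at about 8.8% in these data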;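 further: cells exposed to compound for 20 h before luminescence read; 0% = DMSO alone and 100% = MG132 at 30 µM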
TbHK1 inh: blocks Trypanosoma brucei hexokinase 1 activity; actives 0.11% (n = 220,000); recombinant TbHK1, G6PDH-coupled NADH A340; inhibition, % at 10 µM; AID 1430;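 active means inhibition of 50% or more in the single-dose primary screen; inactive means inhibition below 50%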
TNF necrop inh: inhibitors of TNF-alpha induced necroptosis in Jurkat FADD-/- cells. actives 0.068% (n = 220,000). activation (protection from cell death), % at 10 µM. AID 463075. Jurkat FADD-/- TNF necroptosis rescue, ATP luminescence, 24 h; 0 = TNF only, 100 = no-TNF cells;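 active means activation, meaning protection from cell death, of at least 50% relative to plate controls; inactive means activation below 50%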;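 further: necroptosis triggered by 40 ng/mL TNF-alpha added together with compound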
L929 necroptosis: L929 zVAD cell death inhibition; L929 zVAD necroptosis rescue, ATP luminescence, 24 h; with zVAD 60 µM; viability rescue, % at 10 µM; actives 0.38% (n = 220,000); AID 1377;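 active means activation, scaled between plate controls, above about 75%, limit read from the data; inactive means activation under that limit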;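 further: 0% = zVAD with DMSO and 100% = DMSO alone without zVAD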
PPC-1+TRAIL kill: PPC-1 cancer cell killing with TRAIL present; AID 1443; PPC-1 cells + TRAIL, ATPLite viability luminescence; cell killing (% activity), % at 4 µM; actives 0.41% (n = 220,000);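 active means cell killing above 50% in the first pass at 4 µM, then a duplicate retest at 5 µM averaging 50% or more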;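 further: plate controls were cells with TRAIL plus DMSO for no effect and medium-only wells lacking cells for full effect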
FXIa inh 1536: factor XIa (human) inhibition. P03951. purified FXIa, Boc-Glu-Ala-Arg-AMC fluorogenic substrate. inhibition, % at 5 µM. actives 0.14% (n = 220,000). AID 798;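 active means inhibition of at least 40%; inactive means inhibition below 40%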;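 further: fluorescence of freed AMC excited at 355 nm; 0% = enzyme without compound and 100% = no enzyme blank; many of its hits are not listed in these tables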
Target sequence (P03951 19-387 limits assumed): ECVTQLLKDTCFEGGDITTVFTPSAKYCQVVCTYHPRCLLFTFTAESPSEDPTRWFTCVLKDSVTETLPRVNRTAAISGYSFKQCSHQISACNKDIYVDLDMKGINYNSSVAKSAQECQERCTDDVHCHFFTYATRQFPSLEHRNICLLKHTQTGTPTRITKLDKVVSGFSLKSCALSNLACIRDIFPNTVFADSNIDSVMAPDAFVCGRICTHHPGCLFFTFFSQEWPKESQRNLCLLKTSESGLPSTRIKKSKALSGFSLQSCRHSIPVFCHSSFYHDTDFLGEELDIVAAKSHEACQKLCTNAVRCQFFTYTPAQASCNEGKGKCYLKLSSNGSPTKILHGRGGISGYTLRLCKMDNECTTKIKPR
Target sequence (P03951 388-625 limits assumed): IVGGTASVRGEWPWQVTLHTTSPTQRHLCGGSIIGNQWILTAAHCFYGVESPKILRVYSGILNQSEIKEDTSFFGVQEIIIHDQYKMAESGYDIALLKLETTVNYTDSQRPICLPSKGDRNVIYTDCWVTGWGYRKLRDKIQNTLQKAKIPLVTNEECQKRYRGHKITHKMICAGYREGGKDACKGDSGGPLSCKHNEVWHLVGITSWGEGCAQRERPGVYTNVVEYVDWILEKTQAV
The depositor's hits bear a star; . = no result given; [ ] = dose if it differs, or a comment. Not all compounds are listed; rates above refer to the full screens.

Values run as follows: FXIIa inh	PGE2 EP2 inh	CHOP inh	Wee1 stabilizer	TbHK1 inh	TNF necrop inh	L929 necroptosis	PPC-1+TRAIL kill	FXIa inh 1536
Cc1ccc(NC(=O)c2ccccc2-c2ccc(C(F)(F)F)cc2)cc1S(=O)(=O)N1CCOCC1
 : 1	4	61	0	31	4.3	1.9	11	-5
O=C(/C=C/c1ccccn1)c1cc(Cl)cc(Cl)c1O
 : 5	9	-25	-4	-22	-10.0	2.2	4	0
CSC1=C(C#N)C(CC(C)C)C(C(C)=O)=C(C)N1 (stereo not given)
 : 3	16	-17	2	-5	-2.0	0.0	-1	-3
CN(C)Cc1c(O)ccc2occ(C(O)c3ccccc3)c12 (stereo not given)
 : 24	9	18	-2	10	1.3	0.9	9	20
CC(=O)c1ccc2c(ccc3ccccc32)c1
 : 9	15	40	-1	8	-1.5	-0.4	18	-6
CSc1ccccc1NC(=O)c1ccccc1N(Cc1ccccc1)S(C)(=O)=O
 : 11	8	6	-1	4	-1.1	-0.2	2	2
N#Cc1c(NC(=O)CCCN2C(=O)c3ccccc3C2=O)oc(-c2ccccc2)c1-c1ccccc1
 : 12	8	19	4	5	-2.2	1.3	19	6
Cc1[nH]n2c(=O)c3c(nc2c1-c1ccc(F)cc1)CCCC3
 : 5	12	-4	8	-3	1.6	3.6	3	1
O=C(O)CCCN1C(=O)C2C3CC(C2C1=O)C1C(c2ccccc2)c2sc(=O)[nH]c2SC31 (stereo not given)
 : 1	5	1	2	1	-0.2	2.1	0	-6
FC(F)(F)c1ccc2c(c1)[nH]c(=S)n2C1CC1
 : 5	3	4	-2	9	-0.8	-0.1	12	-2

The list goes on.
Values run as follows: FXIIa inh	PGE2 EP2 inh	CHOP inh	Wee1 stabilizer	TbHK1 inh	TNF necrop inh	L929 necroptosis	PPC-1+TRAIL kill	FXIa inh 1536
COc1ccc(/C=C/C(=O)c2ccc(O)cc2)cc1COc1ccc(F)cc1
 : -13	4	85*	-2	-11	-11	0.0	-5	5
COc1ccccc1NS(=O)(=O)c1cccc(NC(=O)NCCCl)c1
 : -1	15	15	11*	-9	2.3	-0.7	15	-2
Nc1nn2cc(-c3ccccc3)nc2c2ccccc12
 : -1	8	6	3	-12	-5.4	50	47[5 µM]	-11
O=C(Oc1ccc(OC(=O)c2ccco2)c(S(=O)(=O)c2ccc(Br)cc2)c1)c1ccco1
 : 7	2	41	0	-7	-1.6	0.4	11	0
COc1ccccc1C1CCN(C(=O)c2cccs2)CC1
 : 1	6	-6	-2	50*	2.0	0.3	0	3
NC(=O)NCc1cccc(Cl)c1
 : 4	11	-13	-2	3	-1.6	0.2	24	-2
COc1ccc(CNc2ccc3cn[nH]c3c2)c(OC)c1OC
 : 8	1	18	1	-8	-1.3	-0.4	8	-5
Cc1cccc(C)c1NC(=O)C/C(N)=N/O
 : 4	2	-18	0	1	-2.6	-0.2	-4	-6
C=CCNC(=S)N1CC2(C)CN(C(=S)NCC=C)CC(C)(C1)C2=O
 : 8	15	9	-4	0	1.3	1.1	-2	3
CN(Cc1cccs1)C(=O)CSc1nc(N)cc(N)n1
 : 7	4	6	-1	5	-0.6	1.8	10	0

Next part:
Values run as follows: FXIIa inh	PGE2 EP2 inh	CHOP inh	Wee1 stabilizer	TbHK1 inh	TNF necrop inh	L929 necroptosis	PPC-1+TRAIL kill	FXIa inh 1536
CN(C)c1ccc(C(=S)N2CCN(C(=S)Nc3ccc(Cl)cc3)CC2)cc1
 : 9	4	27	4	-24	0.6	0.1	11	4
CN1C(=O)/C(=C/c2ccccc2OCc2cccc(F)c2)NC1=S
 : 4	11	47	1	-2	-2.7	-0.1	0	-10
Cc1c(Cl)cccc1NC(=S)NCCC(C)C
 : 13	15	69	1	0	-14	-0.3	24	0
COc1cccc(NC(=O)CSc2nc3c(c(=O)n2C)SC(C)C3)c1 (stereo not given)
 : 18	11	79*	-2	-9	1.1	1.3	0	16
CCc1ccc(NC(=O)c2noc(C(C)C)c2[N+](=O)[O-])cc1
 : 8	8	3	-2	5	0.3	4.4	19	-4
Fc1ccccc1NC(=S)N1CCN(Cc2ccccc2)CC1
 : -4	6	16	2	-9	2.1	0.4	18	-5
CCN(C(=S)Nc1ccc(C(C)=O)cc1)C1CCCCC1
 : 6	6	3	7	-4	1.7	2.8	12	-6
Cc1ccc(-n2c(=O)c3sccc3n(Cc3cc(=O)n4ccccc4n3)c2=O)cc1
 : 21	4	5	-1	-9	0.5	0.8	18	12
CCOC(=O)C1CCCN(CC(O)COc2ccccc2C(C)=O)C1 (stereo not given)
 : 10	5	23	2	-8	2.2	0.6	12	-9
COc1ccc(S(=O)(=O)N2CCCCC2)cc1NC(=O)c1ccc([N+](=O)[O-])o1
 : 4	6	-49	-2	-7	-4.1	10	23	-4

Carrying on.
Values run as follows: FXIIa inh	PGE2 EP2 inh	CHOP inh	Wee1 stabilizer	TbHK1 inh	TNF necrop inh	L929 necroptosis	PPC-1+TRAIL kill	FXIa inh 1536
CS(=O)(=O)N1CCCC(C(=O)NCCCN2CCC(Cc3ccccc3)CC2)C1 (stereo not given)
 : 13	4	-3	1	5	0.0	0.1	22	1
O=C(c1ccc(Cn2c(=S)[nH]c3cc4c(cc3c2=O)OCO4)cc1)N1CCN(c2ccccc2)CC1
 : 14	5	58	1	-14	-0.5	-0.9	-14	0
CN(C)CC1CCCCC1OC(=O)/C=C/c1ccc(Cl)cc1Cl (stereo not given)
 : 5	6	12	3	2	3.2	2.5	-12	-3
CC(C)Sc1cc(N2CCCC2)nc(-c2ccccc2)n1
 : 10	11	24	0	5	-2.0	0.1	-14	0
N#Cc1c(C#N)c(-c2ccccc2)n(-c2ccccc2)c1N
 : 13	8	-7	-4	2	-2.1	-0.1	25	19
CC1=C(C(=O)OCC2CCCO2)C(c2ccncc2)C2=C(CC(C)(C)CC2=O)N1 (stereo not given)
 : -9	15	20	-1	-4	-1.6	-0.9	25	-5
CC(=O)Nc1ccc(NC(=O)C(C)OC(=O)C2CCN(S(=O)(=O)c3cccs3)CC2)cc1 (stereo not given)
 : -1	7	9	-4	-10	1.6	0.3	-5	-4
CCC(=O)N(Cc1cc(=O)[nH]c2ccccc12)c1ccc(C)cc1
 : 4	7	9	7	-14	-0.2	-0.4	19	-8
Cc1ccc(N2C(N)=C(C#N)C(c3cccnc3)C3=C2CC(C)(C)CC3=O)cc1 (stereo not given)
 : 16	14	5	-4	-1	-3.7	-1.3	-1	6
CCOc1ccc(Br)cc1S(=O)(=O)Nc1ccc(N2CCOCC2)cc1
 : 16	19	37	0	-3	1.8	-0.2	16	-1

Next results:
Values run as follows: FXIIa inh	PGE2 EP2 inh	CHOP inh	Wee1 stabilizer	TbHK1 inh	TNF necrop inh	L929 necroptosis	PPC-1+TRAIL kill	FXIa inh 1536
COc1ccc(CN2c3cc(S(=O)(=O)N4CCOCC4)ccc3N3CCCC32)cc1 (stereo not given)
 : -16	6	14	-3	-4	0.2	0.2	13	-6
Cn1c(CC2Sc3ccccc3NC2=O)nnc1SCC(=O)c1ccc(Cl)cc1 (stereo not given)
 : 19	12	11	1	5	-3.4	1.0	5	-6
CCN(CC)Cc1nc2sc(C)c(C)c2c(=O)[nH]1
 : 13	7	10	-2	-3	0.5	5.3	4	9
O=C(O)C1(P(=O)(c2ccc(Cl)cc2)c2ccc(Cl)cc2)CC1
 : 1	6	-3	0	3	0.9	1.5	14	-3
COc1ccc(NC(=O)Nc2ccccc2C(N)=O)cc1OC
 : 9	3	-10	-2	5	-1.1	1.3	13	-9
Clc1ccc(-n2cc(COCc3ccccc3)nn2)cc1
 : 7	3	-6	-2	-5	-0.4	0.9	16	-1
COC(=O)C1=NN(c2ccccc2)C2(S1)S/C(=C\c1ccccc1)C(=O)N2c1ccccc1 (stereo not given)
 : -13	12	20	3	-39	-3.4	0.4	20	-5
COC(=O)c1sccc1NC(=O)c1cc2c(s1)CCCC2
 : 19	.	43	-3	-10	2.0	-1.2	42	8
C/C(CCc1ccc2c(c1)OCO2)=N\NC(=O)c1ccc(C)cc1C
 : 5	7	1	-3	0	1.7	31	15	-3
O=C1C2C3c4ccccc4C(c4ccccc43)C2C(=O)N1c1cccnc1 (stereo not given)
 : 13	9	5	-1	29	-0.9	0.8	30	9

Other compounds:
Values run as follows: FXIIa inh	PGE2 EP2 inh	CHOP inh	Wee1 stabilizer	TbHK1 inh	TNF necrop inh	L929 necroptosis	PPC-1+TRAIL kill	FXIa inh 1536
COCCNC(=O)C(C)Oc1ccccc1 (stereo not given)
 : -4	9	9	-3	-1	-0.1	3.2	4	-30
Cc1cc(/C=C(\C#N)C(=O)NCc2cccs2)c(C)n1-c1ccc([N+](=O)[O-])cc1
 : 6	5	15	1	0	-0.2	-0.2	8	3
CC(c1ccccc1)N1C(=O)CC(Sc2ncccc2C(=O)O)C1=O (stereo not given)
 : 18	16	-1	2	0	0.9	-0.3	8	1
CC(=O)Nc1ccc(OCC(O)CN2CCN(c3ccc(C)c(Cl)c3)CC2)cc1 (stereo not given)
 : -4	0	13	-2	-10	-1.9	-0.1	-11	-4
COc1ccc(-c2ccc(-c3noc(-c4ccccc4C)n3)c(OC)n2)cc1
 : 3	10	7	-1	-23	-1.0	0.6	6	-7
CC(C)CC(C(=O)OCC(=O)Nc1cccc(Cl)c1)N1C(=O)C2CC=CCC2C1=O (stereo not given)
 : 2	8	47	1	1	3.6	1.2	8	0
O=C(c1ccc(F)cc1)N1CCN(c2ccc([N+](=O)[O-])c(N3CCOCC3)c2)CC1
 : 13	10	17	-1	27	0.8	0.1	12	5
O=P(c1ccccc1)(c1ccccc1)C(c1ccco1)N1CCOCC1 (stereo not given)
 : 15	7	-25	6	-1	0.1	-0.1	24	1
CCN1C(=O)c2ccc(C(=O)Nc3nccs3)cc2C1=O
 : -15	12	-20	1	-23	-1.6	0.2	6	-9
COCCn1c(=NC(=O)c2ccc3c(c2)OCO3)c(C#N)cc2c(=O)n3cccc(C)c3nc21
 : 22	12	3	-2	-3	-8.3	-0.6	17	8
CCOc1cc(C(=O)Nc2c3c(nn2C(C)(C)C)CS(=O)C3)cc(OCC)c1OCC (stereo not given)
 : 8	20	5	3	-4	-1.3	0.8	13	5
CCOC(=O)CN(C(=O)CNC(=O)c1cccs1)C(C(=O)NC1CCCC1)c1cccnc1 (stereo not given)
 : -3	10	18	-1	1	-0.9	-0.1	10	-7
O=C(Nc1nnc(C2CC2)s1)c1ccc(S(=O)(=O)c2ccccc2)cc1
 : 11	11	13	-1	-12	-1.1	0.3	15	-3
